# Keap1-Nrf2 PPI: disrupts human Keap1 binding to Nrf2 peptide | Q14145 | 0.15% of 340,000 active | Keap1 Kelch-Nrf2 peptide fluorescence polarization, 1536-well | inhibition, % at 9.4 µM; in the data active = inhibition above about 12%;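 note: human Keap1 Kelch domain with fluorescein labeled Nrf2 9mer peptide probe; 0% = neutral control wells and 100% = peptide positive control; higher means more block of Keap1 binding to Nrf2 peptide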
# Arr AP2 block: inhibitors of human beta-arrestin and AP2 interaction; FITC-arrestin peptide / GST-AP2 beads, flow cytometry; AP2 beta2 appendage carries R879A mutation; inhibition, % at 10 µM; 0.31% of 340,000 active;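 active = inhibition above a set limit, near 3 SD of compounds lacking own fluorescence, cut at about 54% in these data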;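 note: plate controls were DMSO wells for no effect and 5 µM unlabelled arrestin peptide for full effect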
#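 Assay system: GST-AP2 R879A bound to glutathione beads, E. coli-expressed; Medium: PBS with 0.05% Tween 20 and 0.1% BSA; Also added: fluorescein-tagged arrestin peptide at 50 nM final; Timing: 12 min plus 1 h, RT; Measured by: flow cytometry, FL1 (488/535 nm); Evaluation: percent drop in bead-associated FITC signal.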
# SR-BI HDL uptake: mouse SR-BI HDL lipid transfer inhibition; 0.96% of 320,000 active; Q61009; ldlA[mSR-BI] CHO cells, DiI-HDL uptake fluorescence, 3 h; inhibition, % at 12.5 µM; AID 488896;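 active = mean replicate inhibition of at least 70% and a set share of replicates each scoring 70 or more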;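 note: 0% = median of neutral control wells and 100% = median of positive control wells; values of inactives mirror those of a sister screen read the other way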
# PvdQ acylase: blocks Pseudomonas aeruginosa PvdQ acylase activity; purified PvdQ acylase, fluorescence plate reader; inhibition, % at 10 µM; 0.063% of 340,000 active; AID 488965; in the data active = inhibition above about 30%, passing the limit was not always enough;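 note: 0% = vehicle neutral wells and 100% = reference inhibitor wells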
# NSD2 HMT inh: blocks human histone methyltransferase NSD2 | NSD2 peptide methylation, AlphaScreen, 120 min | 0.54% of 310,000 active | inhibition, % at 12.5 µM; in the data active = inhibition above about 50%
# C-LANA FP: blocks KSHV LANA C-terminal domain binding to DNA; MBP-C-LANA/FAM-LBS DNA binding, fluorescence polarization; inhibition, % at 9 µM; 0.078% of 340,000 active;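 active = highest replicate inhibition at or above 60% at 9 µM, even if other replicates fall short; inactive = all replicates below 60% inhibition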;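 note: 0% = neutral control wells and 100% = 4 µM acridine orange control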
# RTF Ca sens inh: cardiac RTF calcium desensitization. AID 493244. IANBD-labeled cardiac RTF, Ca2+ fluorescence. P19429+P45379. 0.12% of 340,000 active. inhibition, % at 7.15 µM;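 active = inhibition above the mean inhibition of all tested compounds plus 3 SD, cut at about 17% in these data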;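 note: assay run at fixed EC70 calcium of 1.6 mM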
# DAGLB inh: blocks human DAGLB lipase activity. Q8NCG7. HEK293T DAGLB membrane lysate, EnzChek fluorogenic substrate. inhibition, % at 5.17 µM. 0.059% of 340,000 active. AID 504411; in the data active = inhibition above about 34%;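 note: 0% = enzyme with vehicle and 100% = wells lacking enzyme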
# Target sequence (Q8NCG7 whole entry, looked up): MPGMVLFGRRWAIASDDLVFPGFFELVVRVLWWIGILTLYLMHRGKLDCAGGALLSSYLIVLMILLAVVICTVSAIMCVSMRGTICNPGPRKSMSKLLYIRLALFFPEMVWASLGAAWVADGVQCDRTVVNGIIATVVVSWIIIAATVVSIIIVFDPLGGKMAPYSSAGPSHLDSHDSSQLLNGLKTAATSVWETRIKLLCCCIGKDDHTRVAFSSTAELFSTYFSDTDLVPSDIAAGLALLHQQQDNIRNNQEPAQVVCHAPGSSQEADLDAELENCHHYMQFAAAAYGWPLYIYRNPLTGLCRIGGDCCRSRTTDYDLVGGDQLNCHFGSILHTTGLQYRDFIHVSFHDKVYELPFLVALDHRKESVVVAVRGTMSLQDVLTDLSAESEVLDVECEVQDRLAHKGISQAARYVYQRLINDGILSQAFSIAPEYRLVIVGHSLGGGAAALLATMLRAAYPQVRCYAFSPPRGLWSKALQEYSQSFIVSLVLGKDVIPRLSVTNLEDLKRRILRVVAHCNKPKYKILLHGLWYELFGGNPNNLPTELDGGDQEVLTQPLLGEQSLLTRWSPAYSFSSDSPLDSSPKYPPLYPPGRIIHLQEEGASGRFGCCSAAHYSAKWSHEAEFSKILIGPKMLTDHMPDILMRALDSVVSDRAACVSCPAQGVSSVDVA
# PKA-R2B act: activates the human PKA-R2B holoenzyme complex | P22694+P31323 | PKA-R2B holoenzyme dissociation, Cy5-IP20 fluorescence polarization; R2B truncated from residue 108, S112A mutant; 0% DMSO only, 100% 113 µM cGMP | activation, % at 11.4 µM | 0.079% of 340,000 active;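 active = activation above a cutoff set at the mean over all compounds plus 3 SD, cut at about 18% in these data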;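 note: higher means more holoenzyme dissociation and a rise in polarization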
# Target sequence (P31323 whole entry, looked up, other chains not shown, the tested form may be a part): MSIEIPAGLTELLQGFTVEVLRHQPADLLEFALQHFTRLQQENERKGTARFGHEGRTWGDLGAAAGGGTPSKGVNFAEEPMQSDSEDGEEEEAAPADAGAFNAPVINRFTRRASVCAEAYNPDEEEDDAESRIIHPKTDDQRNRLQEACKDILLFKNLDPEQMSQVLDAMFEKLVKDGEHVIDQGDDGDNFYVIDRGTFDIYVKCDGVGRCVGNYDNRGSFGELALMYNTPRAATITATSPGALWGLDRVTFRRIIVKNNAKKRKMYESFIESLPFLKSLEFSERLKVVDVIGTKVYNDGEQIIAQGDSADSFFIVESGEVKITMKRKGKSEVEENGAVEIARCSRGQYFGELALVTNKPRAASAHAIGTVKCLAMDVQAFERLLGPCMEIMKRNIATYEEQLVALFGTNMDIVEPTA
# SR-BI uptake up: activators of SR-BI mediated HDL lipid uptake | 0.096% of 320,000 active | CHO ldlA[mSR-BI] cells, DiI-HDL uptake fluorescence, 3 h; 100 = double the neutral-control signal | activation, % at 12.5 µM | AID 504775;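 active = mean replicate activation of at least 60% and every replicate at or above 60%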;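 note: 0% = median plate neutral-control signal and 100% = twice that signal; values of inactives mirror those of a sister screen read the other way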
#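 System: CHO ldlA[mSR-BI] cells / Medium: HEPES-buffered (25 mM, pH 7.4) F12 plus 0.5% BSA / Probe or stimulus: labelled HDL, 10 µg/mL / Doses: single compound concentration, delivered by pin transfer / Schedule: 3 h, 37 °C / Measured by: DiI fluorescence, bottom read / Measure: cell-associated DiI fluorescence as measure of HDL uptake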
# Numbers without * were called inactive; . = not tested or not shown.
1. Cn1c(SCC2CCCO2)nnc1-c1ccncc1 (configuration not stated)
2. CC(C)C(=O)NC(=S)N1CCc2ccccc21
3. COc1cc(NC(=O)c2ccno2)cc(C(=O)Nc2cccc(C(F)(F)F)c2)c1
4. CCOc1cc(N2CCOCC2)c(OCC)cc1NC(=O)C1=NN(c2cccc(C)c2)C(=O)CC1
5. COc1cccc(N2C(=NC(=O)CCc3ccccc3)SC3CS(=O)(=O)CC32)c1 (configuration not stated)
6. COc1cc(/C=C/c2ccc3cccc(O)c3n2)cc(Br)c1OC
7. Cc1cc(=O)[nH]c(SCC(=O)Nc2ccc(Cl)cn2)n1
8. O=c1[nH]cc(N(CCO)CCO)c(=O)[nH]1

entry no.,1,2,3,4,5,6,7,8
Keap1-Nrf2 PPI,-1,-1,0,1,-2,-2,-5,-3
Arr AP2 block,9,-22,.,-26,6,2,0,14
SR-BI HDL uptake,3,-12,16,58,2,82*,-18,.
PvdQ acylase,0,12,-11,-11,-10,-1,-13,2
NSD2 HMT inh,-1,9,.,9,-2,-1,.,5
C-LANA FP,-1.3,2.2,-0.3,-1.0,0.0,-3.6,-0.7,4.6
RTF Ca sens inh,-8,9,2,1,-14,-3,-5,-3
DAGLB inh,3,1,-4,2,-1,-3,-2,-2
PKA-R2B act,-7,2,-3,-5,0,-4,-2,-6
SR-BI uptake up,-3,12,-16,-58,-2,-82,18,.

9. COc1ccc2cc(CCNC(=O)C3CCCC3)c(=O)[nH]c2c1
10. CCOCCn1c(C)c(C(=O)OCC)c2cc(O)c3ccccc3c21
11. C/C(=N\NC(=O)c1ccc(Cl)c(Cl)c1)c1ccccn1
12. COc1ccc(S(=O)(=O)NCC(c2ccc3c(c2)OCO3)N2CCN(c3ccccc3)CC2)cc1 (configuration not stated)
13. NC(=O)c1ccc(SCC(=O)OCC(=O)NCc2cccs2)c([N+](=O)[O-])c1
14. O=C(NCc1ccco1)c1cc2sccc2n1Cc1ccccc1
15. CCN1C(=O)c2cccc3c(NC(=O)c4ccccc4)ccc1c23
16. Cc1cccc(C(=O)N/C(=C\c2ccco2)C(=O)N2CCCCCC2)c1

entry no.,9,10,11,12,13,14,15,16
Keap1-Nrf2 PPI,-4,-2,-1,-1,0,7,-4,-5
Arr AP2 block,8,-7,-2,-2,-9,1,3,-21
SR-BI HDL uptake,-12,73*,17,-24,-12,18,16,5
PvdQ acylase,-4,-4,-28,-10,-12,14,-12,-12
NSD2 HMT inh,.,2,-2,-1,-2,1,-2,7
C-LANA FP,-1.3,2.8,-1.4,-0.9,0.6,-0.8,1.8,-1.2
RTF Ca sens inh,-6,3,-9,2,-1,1,-8,-7
DAGLB inh,0,0,-1,-4,7,-5,-3,0
PKA-R2B act,-3,-11,-6,8,3,-13,-1,10
SR-BI uptake up,12,-73,-17,24,12,-18,-16,-5

# Some of these compounds in order of the Keap1-Nrf2 PPI value, falling:
entry	SMILES	Keap1-Nrf2 PPI
14	O=C(NCc1ccco1)c1cc2sccc2n1Cc1ccccc1	7
13	NC(=O)c1ccc(SCC(=O)OCC(=O)NCc2cccs2)c([N+](=O)[O-])c1	0
15	CCN1C(=O)c2cccc3c(NC(=O)c4ccccc4)ccc1c23	-4

# Further compounds follow:
17. CCOC(=O)c1ccc(N2C(=O)C3CC=CCC3C2=O)cc1 (configuration not stated)
18. CN1CC2([N+](=O)[O-])CC=C(OCCO)C([N+](=O)[O-])(C1)C2 (configuration not stated)
19. COc1ccc(CCNC(=O)c2cc(=O)[nH]c3ccccc23)cc1
20. Cc1ccc(-c2cc(C(=O)N(C)Cc3cnn(C)c3C)c3cc(Br)ccc3n2)cc1
21. O=C(O)CCCn1cc(NC(=O)COc2ccc(F)cc2)cn1
22. O=C1S/C(=C\c2ccccn2)C(=O)N1Cc1ccccc1F
23. O=S(=O)(c1cc(Cl)ccc1Cl)N1CC2CCCN2c2ccc(C(F)(F)F)cc21 (configuration not stated)
24. COc1ccc(Cl)cc1NC(=O)C(C)Sc1nncn1C (configuration not stated)

entry no.,17,18,19,20,21,22,23,24
Keap1-Nrf2 PPI,-3,3,2,-2,3,-6,0,-5
Arr AP2 block,22,5,-4,-7,-27,1,20,2
SR-BI HDL uptake,7,-20,1,54,-7,-7,32,.
PvdQ acylase,3,-2,-4,12,-12,-13,-4,-11
NSD2 HMT inh,-3,-2,3,-2,1,-2,-2,-2
C-LANA FP,0.6,-0.7,1.6,-0.5,0.7,2.5,1.1,-0.5
RTF Ca sens inh,2,-2,-9,2,-11,-27,0,-3
DAGLB inh,-2,-1,1,-3,-1,-3,-8,-4
PKA-R2B act,-12,-10,-7,-7,-8,6,-4,-10
SR-BI uptake up,-7,20,-1,-54,7,7,-32,.

25. O=C(Nc1ncc(Cc2ccccc2)s1)c1cccs1
26. CC(=O)c1c(C)n([O-])c2cc(C)ccc2[n+]1=O
27. COc1ccc(NC(=S)N2CCC(c3ccccc3)C2)cc1 (configuration not stated)
28. O=C(COC(=O)CNC(=O)c1cc(Cl)cc([N+](=O)[O-])c1)NC(=O)NCc1ccco1
29. O=C(CC1SC(=NCC2CCCO2)NC1=O)Nc1cccc2ccccc12 (configuration not stated)
30. CCOC(=O)c1[nH]c(C)c(C(=O)NCC2CCCO2)c1C (configuration not stated)
31. Cc1cc(C)n(-c2nc3c(c(=O)[nH]c(=O)n3C)n2C(C)C)n1
32. Cc1ccc(NC(=O)CC(=O)Nc2ccc(C)cc2C)c(C)c1

entry no.,25,26,27,28,29,30,31,32
Keap1-Nrf2 PPI,4,-4,-1,-2,-3,-2,0,-4
Arr AP2 block,-10,-13,9,28,.,-5,2,-12
SR-BI HDL uptake,11,-8,2,5,-16,1,-16,-14
PvdQ acylase,-8,-4,-5,3,-6,-5,-19,-19
NSD2 HMT inh,0,0,0,-1,47,0,0,-3
C-LANA FP,2.4,-0.2,-3.9,1.2,-2.9,-0.2,0.3,0.7
RTF Ca sens inh,-7,9,-9,-1,-30,-8,-9,-7
DAGLB inh,0,2,-3,-1,3,0,-5,-1
PKA-R2B act,-11,0,-1,-13,-5,-10,-10,-2
SR-BI uptake up,-11,8,-2,-5,16,-1,16,14

33. O=C(Nc1cccc(C(F)(F)F)c1)C1CCCN(S(=O)(=O)c2cnc[nH]2)C1 (configuration not stated)
34. Cc1ccc2c(c1)c(N=NC(N)=S)c(O)n2Cc1ccccc1
35. CCN(C(=O)COC(=O)CNS(=O)(=O)c1ccc2ccccc2c1)C1CCCCC1
36. CC(=O)Nc1ccc2c(c1)nc(CCNC(=O)c1ccccc1)n2C
37. CC1=Nc2cccc([N+](=O)[O-])c2NC(=O)C1
38. Cc1cccc(C(=O)OC(C)CN2CCOCC2)c1 (configuration not stated)
39. CCOC(=O)c1sc(NC(C)=O)c(C(=O)OCC)c1C
40. COc1ccc(-n2c(=O)c3c4c(sc3n(CC(=O)NC3CCCC3)c2=O)CCCC4)c(OC)c1

entry no.,33,34,35,36,37,38,39,40
Keap1-Nrf2 PPI,2,4,1,-1,5,0,1,-4
Arr AP2 block,2,-4,-5,4,15,5,-12,17
SR-BI HDL uptake,4,1,6,-7,-12,-10,36,.
PvdQ acylase,-11,-8,0,-13,-3,-22,-5,3
NSD2 HMT inh,.,-1,2,0,-2,4,1,43
C-LANA FP,0.9,0.3,-0.2,-0.5,2.7,-0.3,-0.2,0.3
RTF Ca sens inh,-5,6,0,-11,-14,-2,-1,0
DAGLB inh,0,3,-1,1,-1,-1,-9,-2
PKA-R2B act,-8,4,-2,-3,-3,2,0,1
SR-BI uptake up,-4,-1,-6,7,12,10,-36,.

# Limited to Keap1-Nrf2 PPI, for 4 of the compounds above:
No. | SMILES | Keap1-Nrf2 PPI
40 | COc1ccc(-n2c(=O)c3c4c(sc3n(CC(=O)NC3CCCC3)c2=O)CCCC4)c(OC)c1 | -4
33 | O=C(Nc1cccc(C(F)(F)F)c1)C1CCCN(S(=O)(=O)c2cnc[nH]2)C1 (configuration not stated) | 2
37 | CC1=Nc2cccc([N+](=O)[O-])c2NC(=O)C1 | 5
34 | Cc1ccc2c(c1)c(N=NC(N)=S)c(O)n2Cc1ccccc1 | 4

# Going on with the list:
41. C/C(=N\NC(=O)c1ccc(N)cc1)C1CC1
42. CCn1c2ccccc2c2cc(NC(=O)COC(=O)c3ccccc3Br)ccc21
43. COc1ccc(CCNC(=O)COC(=O)c2cccn2C)cc1
44. CC1C/C(=N\NC(=O)CCc2ccc(S(=O)(=O)N3CCOCC3)cc2)CC(C)(C)C1 (configuration not stated)
45. Cc1cccc(-c2ncc(CN3CCCC(CO)(Cc4cccc(Cl)c4)C3)cn2)c1 (configuration not stated)
46. CCOc1ccc(-n2c(=O)c3sccc3n(Cc3cccc([N+](=O)[O-])c3)c2=O)cc1
47. Cc1ccc(N2C(=O)CC(C3CCCO3)C2=O)cc1 (configuration not stated)
48. Cc1cccc(NC(=O)CS(=O)(=O)Cc2ccccc2)n1

entry no.,41,42,43,44,45,46,47,48
Keap1-Nrf2 PPI,-5,-1,0,0,-12,0,-3,-3
Arr AP2 block,26,-13,-10,15,4,-2,21,-9
SR-BI HDL uptake,-9,-7,-21,-8,.,.,-31,-3
PvdQ acylase,6,-18,-12,6,-21,-10,14,-21
NSD2 HMT inh,-4,1,-2,-1,-1,0,0,.
C-LANA FP,1.5,4.1,0.8,0.3,-2.1,-0.4,0.0,1.6
RTF Ca sens inh,-2,-17,-5,-12,-13,4,-8,-6
DAGLB inh,-3,-14,0,2,-5,-2,0,2
PKA-R2B act,-3,-2,5,-2,-6,-5,0,-5
SR-BI uptake up,9,7,21,8,.,.,31,3

49. C/C(=N/NS(=O)(=O)c1ccc(Br)cc1)c1c[nH]c2ccccc12
50. CC(C)CCNC(=O)CN(C(=O)CCC(=O)Nc1nccs1)C1CCCCC1
51. CCCCOC(=O)c1ccc(NC(=O)COC(=O)CN2C(=O)NC3(CCCC3)C2=O)cc1
52. O=C(CCc1ccccc1)NCC1OCCc2ccccc21 (configuration not stated)
53. O=C(Nc1ccccc1N1CCOCC1)c1ccc(S(=O)(=O)NCc2ccco2)cc1
54. Cc1cc(NC(=O)C(C)C)ncc1NC(=O)CCc1ccccc1

entry no.,49,50,51,52,53,54
Keap1-Nrf2 PPI,1,-2,5,-1,-3,0
Arr AP2 block,19,2,-10,4,-7,-7
SR-BI HDL uptake,-12,.,-9,.,11,.
PvdQ acylase,-6,-14,-7,-8,-11,-10
NSD2 HMT inh,4,3,-2,-8,4,-2
C-LANA FP,1.1,-1.2,1.4,0.6,-0.9,1.1
RTF Ca sens inh,-2,-9,-7,-7,-3,-13
DAGLB inh,-1,0,-1,-3,0,4
PKA-R2B act,-3,3,2,0,-1,4
SR-BI uptake up,12,.,9,.,-11,.

# Source: PubChem
